Vif-APOBEC3G blk: blocks the Vif interaction with human APOBEC3G; Potency, µM (titrated, usually from 46.1 µM), inactives show at the highest dose activity, negative = active, hits mostly inhibitors; AID 602310; Q9HC16; actives 0.076% (n = 410,000); HeLa A3G-eYFP + Vif (tagged APOBEC3G with the HIV-1 protein that degrades it), YFP fluorescence, overnight;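 note: potency is the fitted concentration of half-maximal effect; % is set by controls: 0 for no effect and ±100 for the full control effect; nearly all actives have a fitted effect of over 60% in size; hits raise eYFP signal because A3G escapes Vif-driven loss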
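HeLa cells stably expressing Vif and C-terminally eYFP-tagged A3G, seeded overnight at 37 deg C, then exposed to compound by pintool overnight at 37 deg C. Rise in yellow fluorescence (Ex 488/Em 500-530, Acumen) marks blocked Vif-driven A3G degradation.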
D2 antag: D2 dopamine receptor (human) antagonism; HEK293 TREx D2 cells, calcium flux, dopamine EC80; inhibition, % at 10 µM; actives 2% (n = 340,000); AID 485344; in the data active = inhibition above about 30%; note: 0% is about no effect
Target sequence (P14416 whole entry, looked up): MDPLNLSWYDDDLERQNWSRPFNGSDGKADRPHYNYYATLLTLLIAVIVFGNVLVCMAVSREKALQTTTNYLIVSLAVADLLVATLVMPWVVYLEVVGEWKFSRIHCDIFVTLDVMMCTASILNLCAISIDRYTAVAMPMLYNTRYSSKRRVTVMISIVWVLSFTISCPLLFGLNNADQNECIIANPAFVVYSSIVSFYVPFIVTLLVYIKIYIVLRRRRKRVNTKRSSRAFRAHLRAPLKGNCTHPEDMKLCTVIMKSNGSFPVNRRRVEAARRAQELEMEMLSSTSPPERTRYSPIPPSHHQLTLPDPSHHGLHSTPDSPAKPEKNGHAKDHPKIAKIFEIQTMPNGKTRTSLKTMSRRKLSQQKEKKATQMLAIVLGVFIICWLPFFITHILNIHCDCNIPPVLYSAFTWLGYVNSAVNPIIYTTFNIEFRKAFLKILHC
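Measurement of antagonist activity uses fluorescent calcium dye in inducible HEK293 T-REx D2 cells: 10 s baseline, compound addition with 180 s read, EC80 dopamine addition with a further 180 s read.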
D2 agonist: activates the human D2 dopamine receptor; actives 0.53% (n = 340,000); P14416; activation, % at 2 µM; HEK293 T-REx D2 cells, calcium flux agonist mode; AID 485358;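 active = activation over 3 SD above normal in the single-dose calcium agonist read, cut at about 30% in these data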; note: 0% is about no effect
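Tetracycline-induced HEK293 Trex cells with D2 receptor force-coupled to calcium signaling, plated overnight at 30 C and loaded with no-wash calcium dye. Calcium flux read kinetically for 180 s after compound addition; responses flag agonists.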
Glioma ERSR ind: ER stress response induction in glioma; U87-MG GRP78 promoter luciferase reporter, 16 h; Potency, µM, for the others: at the highest dose activation, hits mostly activators; actives 0.02% (n = 420,000); AID 602332; note: potency is the fitted concentration of half-maximal effect; series mostly up to about 76 µM; % of control where 0% means no effect; nearly all actives have a fitted effect of over 35% in size
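Stably transfected U87-MG human glioma cells carrying a GRP78-based luminescent sensor were seeded at 1000 cells/well, pin-dosed with compounds and incubated 16 h. Luciferase reagent was then added, and end-point luminescence was read after 10 min at room temperature.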
ERG Ets-DNA blk: inhibitors of human ERG Ets domain-DNA interaction. AID 624246. actives 0.028% (n = 370,000). fluorescence polarization, His-ERG Ets domain / labelled DNA. P11308. Potency, µM (titrated, usually from 76.9 µM), for the others: at the highest dose FP activity, negative = inhibition, hits mostly inhibitors; active = well fitted inhibition curve with a large enough effect in the polarisation, with a control signal flat; inconclusive = small, poorly fitted or top-dose-only effect, or effect the other way, or a change in a side signal; inactive = no such curve, though single readings can be large or run the other way; the % refers to the polarisation;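 note: polarization taken with two DNA probes labelled with fluorescein and Texas red; potency is the fitted concentration of half-maximal effect; % of control where 0% means no effect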
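His-tagged ERG Ets domain (1 uM in the protein solution; 300mM KCl, 50mM Tris-HCl, 1mM EDTA, 1mM DTT, pH 7.5) received compound, then a probe mix of 5 nM fluorescein-DNA and 100nM Texas-615-DNA. Fluorescence polarization was read for both dyes.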
Vif-APOBEC3F blk: blocks the Vif interaction with APOBEC3F; HeLa A3F-eYFP + Vif (tagged APOBEC3F with the HIV-1 protein that degrades it), YFP fluorescence increase; Potency, µM (highest dose often 46.1 µM), for the others: top-dose activity, negative = active; actives 0.2% (n = 390,000); note: potency is the fitted concentration of half-maximal effect; % of control where 0% means no effect; nearly all actives have a fitted effect of over 65% in size
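HeLa cells stably expressing A3F-eYFP plus Vif, plated and incubated overnight at 37 deg C, then exposed to compounds overnight at 37 deg C. Blocked degradation read as raised yellow fluorescence (Ex 488/Em 500-530).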
LDHA block: inhibitors of human lactate dehydrogenase A; AID 1347041; activity change, % (values are at about 110 or 230 µM); actives 0.15% (n = 480,000); purified LDHA, NADH/diaphorase-resazurin fluorescence; hits give low values; in the data active = activity change below about -30%; inconclusive = mostly about -25% to -30%;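 note: plate controls were DMSO wells for no effect and wells without enzyme for full effect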
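Human LDH5 (2 nM) was incubated with 0.06 mM NADH and 0.2 mM pyruvate for 5 min at room temperature in Tris pH 7.4. Remaining NADH was coupled through diaphorase/resazurin, and resorufin fluorescence was read at 0 and 20 min.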
RGS4 inh: blocks human RGS4-accelerated GTP hydrolysis. actives 0.039% (n = 390,000). Potency, µM (top dose mostly 114 µM), for inactives: top-dose activity change, negative = inhibition, usual class: inhibitors. Transcreener GDP fluorescence polarization, RGS4-accelerated GTP hydrolysis. AID 504845. P49798; note: potency is the fitted concentration of half-maximal effect; % is set by controls: 0 for no effect and ±100 for the full control effect; nearly all actives have a fitted effect of over 75% in size; some results filed as inactive show a strong effect at the top dose
Target sequence (P49798 whole entry, looked up): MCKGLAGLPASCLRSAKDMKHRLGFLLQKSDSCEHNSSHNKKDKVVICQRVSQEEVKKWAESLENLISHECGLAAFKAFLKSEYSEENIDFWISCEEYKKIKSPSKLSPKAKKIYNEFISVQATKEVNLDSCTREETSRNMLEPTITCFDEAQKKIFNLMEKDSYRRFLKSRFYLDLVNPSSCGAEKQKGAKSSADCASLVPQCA
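MLSMR compounds (23 nl, pin-transferred) preincubated 10 min at room temperature with a 500nM (2x) first reagent, then RGS4 at 900nM (2x) plus Transcreener GDP mix added; fluorescence polarization (620/688 nm) read before and after 90 min at 30 °C.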
ALOX12 inh: inhibitors of human 12S-lipoxygenase ALOX12; actives 1.1% (n = 580,000); purified 12hLO, xylenol orange hydroperoxide absorbance; Potency, µM (series often up to 108 µM), for inactives: at the top dose activity change, negative = inhibition, most hits filed as inhibitors; P18054; note: potency is the fitted concentration of half-maximal effect; % is set by controls: 0 for no effect and ±100 for the full control effect
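Purified human 12hLO (150 nM final) in 25 mM Hepes, 0.01% Triton X-100, pH 7.0 was preincubated 15 min at room temperature with compound. Then 40 uM arachidonic acid was added, 30 min. Hydroperoxide was read by Fe-XO absorbance ratio 573/405 nm.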
The depositor's hits bear a star; ? = inconclusive; . = not tested or not shown; & = joins results of further samples; [ ] = remark or other dose. Unless noted, calls come from the whole dose curve; as a rule, active = well fitted curve in the direction sought with a large enough effect; inconclusive = small, poorly fitted or top-dose-only effect, or another doubt; inactive = no such curve, though single readings can be large; an effect the other way counts as inactive or inconclusive. This is a subset (hit frequency here may not be typical).

SMILES	Vif-APOBEC3G blk	D2 antag	D2 agonist	Glioma ERSR ind	ERG Ets-DNA blk	Vif-APOBEC3F blk	LDHA block	RGS4 inh	ALOX12 inh
CCn1c(SCC(=O)NCc2ccco2)nnc1-c1ccc(N)cc1	1%	21	0.8	0%	-2%	3%	-1	-1%	0%
COc1ccc(CNC(=O)CCCn2nc(C)c3c(C)n(-c4ccc(C)cc4)nc3c2=O)cc1OC	0%&1%	-1	0.3&-0.8	-2%&1%	-5%&1%	-5%&0%	0&4	26%[11.4 µM]	0%&3%
Cc1ccc(/C=C/c2ccc(=O)n(Cc3ccc(F)cc3)n2)cc1	3%	-3	-0.2	1%	-4%	-6%	-6	10%	?
COc1cccc(C2CC(c3ccccc3C)n3nc(N)nc3N2)c1 (configuration not stated)	-3%	6	-0.2	-2%	0%	3%	-4	-11%	498%[activator]
CC(C)(C)OC(=O)NCCCC[C@H](NC(=O)c1[nH]cnc1C(=O)Nc1ccc(Cl)cc1)C(=O)OC(C)(C)C	-1%	-6	0.3	12%	-4%	-10%	2	5%	.
O=C(OCc1ccc(Cl)c(Cl)c1)c1cccnc1Cl	-3%	-12	0.4	-2%	8%	-7%	-9	1%	-6%
COc1ccc(/C=C(/NC(=O)c2ccco2)C(=O)N2CCCC2=O)cc1	0%	-6	0.2	-1%	-5%	1%	-7	2%	7%
CN(C)CCNC(=O)c1c(CSc2ccc(Cl)cc2)noc1C(=O)NCc1ccccc1	-5%	.	.	-3%	-8%	0%	-2	-17%	?
Cc1cc(=O)oc(C)c1C(=O)Nc1ccccc1F	-4%	-5	0.4	-3%	6%	3%	-7	14%	-4%
CN(C)c1ccnc2c[cH-]cc12.[Fe].c1ccc(-[c-]2[c-](-c3ccccc3)[c-](-c3ccccc3)[c-](-c3ccccc3)[c-]2-c2ccccc2)cc1 (configuration not stated)	7%&2%	4&-3	-0.1&0.1	2%&-4%	0%&-8%	1%&-5%	-7&-13	-4%&-1%	?
COc1ccc(NC(=O)CSc2nc3ccccc3c(=O)n2CCCN2CCCCC2)c(OC)c1	0%	5	0.5	-7%	-5%	4%	-6	-5%[11.4 µM]	-18%
O=C(COC(=O)c1ccc2c(c1)OCO2)Nc1ccccc1	-1%	-3	0.6	-2%	0%	-7%	-5	13%	-9%

In the list so far, these contain a Cl atom:
SMILES	Vif-APOBEC3G blk	D2 antag	D2 agonist	Glioma ERSR ind	ERG Ets-DNA blk	Vif-APOBEC3F blk	LDHA block	RGS4 inh	ALOX12 inh
CC(C)(C)OC(=O)NCCCC[C@H](NC(=O)c1[nH]cnc1C(=O)Nc1ccc(Cl)cc1)C(=O)OC(C)(C)C	-1%	-6	0.3	12%	-4%	-10%	2	5%	.
O=C(OCc1ccc(Cl)c(Cl)c1)c1cccnc1Cl	-3%	-12	0.4	-2%	8%	-7%	-9	1%	-6%
CN(C)CCNC(=O)c1c(CSc2ccc(Cl)cc2)noc1C(=O)NCc1ccccc1	-5%	.	.	-3%	-8%	0%	-2	-17%	?

(more compounds)
SMILES	Vif-APOBEC3G blk	D2 antag	D2 agonist	Glioma ERSR ind	ERG Ets-DNA blk	Vif-APOBEC3F blk	LDHA block	RGS4 inh	ALOX12 inh
CCN1CCN(c2cc(C)c3cc(NC(=O)c4cccs4)ccc3n2)CC1	2%	12	0.3	-2%	3%	-11%	-17	-7%	-23%
Nc1ccc(S(=O)(=O)Nc2nccc(/C=C/c3ccc(Cl)cc3Cl)n2)cc1	0%	-2	-0.2	-6%	-2%	2%	-11	27%	14%
COc1cc(OC)c2c(-c3ccccc3)cc(=O)oc2c1C(CCN1CCCC(C)C1)c1ccc2c(c1)OCO2 (configuration not stated)	2%&1%	18	-0.6	-6%&-5%	5%	?	0	12%&-37%	?
O=C(N/N=C/c1ccncc1)c1ccccc1OCc1ccc(Br)cc1	-21%	0	-0.4	-4%	-1%	1%	-7	-2%	10%
COc1ccc(F)cc1S(=O)(=O)Nc1ccc2c(c1)OCCO2	-1%	-5	0.9	-6%	7%	-4%	1	-11%	270%[activator]
CCCn1c(C)cc(/C=C(\C#N)C(=O)OCC(=O)NC(=O)NC(C)(C)C)c1C	0%	-5	-1.0	1%	-5%	?	-5	4%	-1%
Cc1cc(C(=O)NNC(=O)CCCCC(=O)NNC(=O)c2cc(C)[nH]n2)n[nH]1	-1%	-11	0.1	-3%	0%	-1%	1	34%	-9%
CC(C)[C@H](NS(=O)(=O)/C=C/c1ccccc1)C(=O)OCC(=O)NC(N)=O	-9%	-19	-1.8	-2%	11%	2%	-7	21%	0%
Cn1c(=O)oc2cc(S(=O)(=O)N3CCC(C(=O)N4CCc5ccccc5C4)CC3)ccc21	3%	-18	-2.2	-3%	2%	3%	-1	-15%	13%
COC(CN(C)C(=O)c1ccc(CS(=O)(=O)c2ccccc2C)o1)OC	5%	0	-0.7	-3%	-1%	2%	-2	20%	-4%
O=C(CCc1cccc(Cl)c1)N1CCCC(Nc2ccccc2)C1 (configuration not stated)	3%	14	0.1	-3%	-6%	-1%	1	4%	-20%
O=S(=O)(NCc1ccccn1)c1ccc(Cl)c(C(F)(F)F)c1	4%	-7	-1.1	-3%	9%	-3%	3	-10%	6%
O=C(O)c1sccc1SCc1ccc(Cl)cc1Cl	1%	.	.	0%	0%	3%	-9	-3%	22%
Cc1ccc(OCc2nnc(-c3ccc(Cl)cc3)o2)cc1	0%	.	.	0%	11%	7%	-1	18%	127%[activator]
Cc1ccc(OCCNC(=O)c2ccccc2F)cc1	6%	-1	-1.2	8%	1%	-13%	-7	18%	11%
Cc1ccc(NC(=O)C(C)OC(=O)c2ccc(NC(=O)CC#N)cc2)cc1S(=O)(=O)N1CCOCC1 (configuration not stated)	0%	13	0.6	-4%	6%	5%	-1	-22%	?
CN(CCNC(=O)c1ccc(CS(=O)(=O)c2c(Cl)cccc2Cl)o1)CCc1ccccc1	4%	0	31*	-3%	-5%	3%	-4	5%[11.4 µM]	0%
CSc1cccc(NC(=S)Nc2cc(C)ccc2C)c1	-2%	-16	-0.7	-6%	6%	8%	-5	-3%	0%
COc1ccc(NC(=O)Cn2c(=O)n(Cc3nc(-c4ccccc4)no3)c(=O)c3cc4c(cc32)OCO4)cc1Cl	2%	.	1.1	-3%	-1%	0%	6	-20%	-13%
O=C(c1ccc(-c2cccc(C(F)(F)F)c2)o1)N1CCOCC1	-5%	.	.	1%	3%	1%	-5	16%	6%
CCCCNC(=O)CSc1nnc(Cc2ccccc2)n1CC1CCCO1 (configuration not stated)	4%	9	0.3	2%	-1%	1%	1	-7%	6%
COc1cnn(-c2ccccc2)c(=O)c1SCc1ccc(Cl)c(Cl)c1	3%	-5	0.0	0%	-12%	-7%	-5	28%	5%
COc1ccc(OC)c(CNC(=O)c2coc(=O)c3ccccc23)c1	-6%	7	3.7	-4%	-3%	-17%	-5	-13%	8%
NC(=O)CN1CCN(c2ccccc2F)CC1	0%	26	1.1	-5%	-5%	1%	-9	34%	11%

A second format for part of the listing above.
Compound | Vif-APOBEC3G blk | D2 antag | D2 agonist | Glioma ERSR ind | ERG Ets-DNA blk | Vif-APOBEC3F blk | LDHA block | RGS4 inh | ALOX12 inh
CCCCNC(=O)CSc1nnc(Cc2ccccc2)n1CC1CCCO1 (configuration not stated) | 4% | 9 | 0.3 | 2% | -1% | 1% | 1 | -7% | 6%
COc1cnn(-c2ccccc2)c(=O)c1SCc1ccc(Cl)c(Cl)c1 | 3% | -5 | 0.0 | 0% | -12% | -7% | -5 | 28% | 5%

(more compounds)
SMILES	Vif-APOBEC3G blk	D2 antag	D2 agonist	Glioma ERSR ind	ERG Ets-DNA blk	Vif-APOBEC3F blk	LDHA block	RGS4 inh	ALOX12 inh
COc1ccc(NC(=O)c2ccc3snnc3c2)cc1	0%	-44	0.3	-2%	13%	-9%	-9	19%	25%
CCc1cccc(C)c1NS(=O)(=O)c1ccc(-n2cccn2)cc1	-2%	.	.	-3%	-1%	-1%	-6	32%	-23%
COc1cccc(/C=C/C(=O)OCC(=O)NCc2ccco2)c1	2%	-3	0.5	-4%	-6%	-18%	-1	15%	-22%
Cc1nc2c(C)c(C)c(C)c(C)c2nc1C	-4%	-3	0.1	-11%	-5%	6%	-5	-9%	-31%
